High-throughput results as filed in PubChem.
RECQ1 inh – qHTS Assay for Inhibitors of RecQ-Like Dna Helicase 1 (RECQ1); AID 2549, 2010; actives 0.54% (n = 240,000); RECQ1 DNA unwinding, red fluorescence kinetic read; Potency, µM (titrated, usually from 57.3 µM), for the others: at the top dose activity, negative = inhibition, usual class: inhibitors;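 note: plate controls were vehicle for no effect and no enzyme for full effect; nearly all actives have a fitted effect of over 30% in size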
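RECQ1T1 50 nM; forked duplex (20 bp + 30-nt ss tails) 200 nM, ATP 2 mM final; pH 8.0, 2 mM MgCl2, 2.5 ug/ml poly(dI-dC); 15 min compound preincubation; discontinuous kinetic read over 2 h at RT.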
L3MBTL1 inh – qHTS Assay for the Inhibitors of L3MBTL1. AlphaScreen L3MBTL1–H3K9me1 peptide binding. Potency, µM (titrated, usually from 57.1 µM), for the others: top-dose activity, negative = inhibition, hits mostly inhibitors. Lethal(3)malignant brain tumor-like protein 1 (Homo sapiens), Q9Y468. actives 0.66% (n = 230,000); note: nearly all actives have a fitted effect of over 60% in size
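AlphaScreen assay: L3MBTL1 (50 nM final) was preincubated 30 min at room temperature with biotinylated H3(1-15)K9me1 peptide (75 nM final), then 30 min with library compounds; streptavidin donor and nickel chelate acceptor beads (10 ug/mL final) added, 30 min dark.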
KDM4E inh – qHTS Assay for Inhibitors of Human Jumonji Domain Containing 2E (JMJD2E); Lysine-specific demethylase 4E (Homo sapiens), B2RXH2; JMJD2E catalytic domain, FDH-coupled NADH fluorescence (FDH is formaldehyde dehydrogenase); Potency, µM (titrated, usually from 57.1 µM), without a hit: at the highest dose activity change, negative = inhibition, most hits filed as inhibitors; actives 1.6% (n = 230,000); AID 2147, 2009; active = well fitted inhibition curve with a large enough effect, not every such curve was filed as active; inconclusive = small, poorly fitted or top-dose-only effect, or another doubt; inactive = no such curve, though single readings can be large or run the other way;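 note: 0% = wells with enzyme and -100% = buffer wells without enzyme; nearly all actives have a fitted effect of over 50% in size; many of its hits are not listed in these tables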
Tau fibril FP – qHTS for Inhibitors of Tau Fibril Formation, Fluorescence Polarization; AID 1468, 2008; actives 0.39% (n = 280,000); K18 P301L tau heparin fibrillization, Alexa594 FP, 6 h; Potency, µM (series often up to 57.7 µM), without a hit: at the top dose activity, negative = inhibition, usual class: inhibitors; Microtubule-associated protein tau (Homo sapiens), P10636; note: nearly all actives have a fitted effect of over 55% in size
Target sequence (P10636 561-689 P618L limits assumed): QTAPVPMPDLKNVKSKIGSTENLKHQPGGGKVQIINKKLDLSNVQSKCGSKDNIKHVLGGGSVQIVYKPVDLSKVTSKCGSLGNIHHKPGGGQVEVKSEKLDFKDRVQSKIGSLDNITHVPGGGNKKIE
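Recombinant K18 P301L […], labeled with Alexa 594 at 0.24 uM over 15 uM unlabeled; heparin inducer 20 uM final; 37 C, 6 hr; FP endpoint.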
GoLoco inh red – qHTS Assay for Inhibitors of RGS12 GoLoco Motif Activity (Red Fluorophore) | Potency, µM (highest dose often 61.6 µM), inactives show top-dose activity, negative = inhibition, hits mostly inhibitors | Guanine nucleotide-binding protein G(i) subunit alpha-1 (Homo sapiens), P63096 | actives 0.44% (n = 230,000) | Gai1:RGS12 GoLoco peptide FP, rhodamine, 10 min | AID 880, 2007; active = well fitted inhibition curve with a large enough effect, not every such curve was filed as active; inactive = no such curve, though single readings can be large or run the other way; note: nearly all actives have a fitted effect of over 30% in size; many of its hits are not listed in these tables
Target sequence (P63096 whole entry, looked up): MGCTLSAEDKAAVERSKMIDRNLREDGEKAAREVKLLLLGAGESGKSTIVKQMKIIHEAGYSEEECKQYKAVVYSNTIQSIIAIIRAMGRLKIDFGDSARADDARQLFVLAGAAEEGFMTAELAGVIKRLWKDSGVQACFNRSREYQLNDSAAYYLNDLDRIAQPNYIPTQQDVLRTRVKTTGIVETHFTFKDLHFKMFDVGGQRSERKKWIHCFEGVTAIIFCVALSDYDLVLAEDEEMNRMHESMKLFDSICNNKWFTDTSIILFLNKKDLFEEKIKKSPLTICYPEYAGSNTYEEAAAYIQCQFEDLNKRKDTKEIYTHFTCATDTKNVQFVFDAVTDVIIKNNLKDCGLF
TexasRed fluor – Total Fluorescence Counterscreen for Inhibitors of the Interaction of Thyroid Hormone Receptor and Steroid Receptor Coregulator 2. TRb/SRC2 Texas Red total fluorescence interference. Potency, µM (doses to about 106 µM), inactives show top-dose fluorescence change, negative = quenching. actives 0.29% (n = 280,000). AID 1479, 2009; active = well fitted curve in either direction with a large enough effect; inconclusive = small, poorly fitted or top-dose-only effect
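Flags fluorescent or light-absorbing compounds by total fluorescence, S + 2P, at 555 nm excitation and 632 nm emission. Mixture: 20 nM Texas Red SRC2 peptide, 0.6 uM human TRb LBD, 1 uM T3, 5% DMSO; compound exposure 5 h at ambient temperature.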
TRb SRC2 PPI – qHTS for Inhibitors of the Interaction of Thyroid Hormone Receptor and Steroid Receptor Coregulator 2 | TRbeta-SRC2 peptide binding, fluorescence polarization; receptor liganded with 1 µM T3 | Potency, µM (top dose mostly 106 µM), for the others: at the highest dose activity change, negative = inhibition, usual class: inhibitors | actives 0.065% (n = 280,000) | Thyroid hormone receptor beta (Homo sapiens), P10828;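 note: plate controls were bound peptide for no effect and peptide without receptor for full effect; nearly all actives have a fitted effect of over 50% in size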
Target sequence (P10828 whole entry, looked up): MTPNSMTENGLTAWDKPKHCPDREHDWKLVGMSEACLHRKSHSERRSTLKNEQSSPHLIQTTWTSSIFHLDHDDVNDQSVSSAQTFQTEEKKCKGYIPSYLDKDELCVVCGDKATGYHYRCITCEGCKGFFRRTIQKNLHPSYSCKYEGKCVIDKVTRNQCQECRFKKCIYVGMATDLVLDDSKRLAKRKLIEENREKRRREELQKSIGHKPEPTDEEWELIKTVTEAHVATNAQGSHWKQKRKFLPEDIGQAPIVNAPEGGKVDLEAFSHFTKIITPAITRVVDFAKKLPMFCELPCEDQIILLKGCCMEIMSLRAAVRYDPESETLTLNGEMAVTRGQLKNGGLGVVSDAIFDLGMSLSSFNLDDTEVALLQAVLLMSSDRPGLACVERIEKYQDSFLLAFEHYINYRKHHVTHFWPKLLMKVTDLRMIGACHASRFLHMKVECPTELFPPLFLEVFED
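Read-out is fluorescence polarization (555 nm excitation, 632 nm emission) of a Texas Red SRC2 coactivator peptide; loss of signal reflects blocked binding to human TRb ligand-binding domain in the presence of 1 uM T3.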
Tau fibril ThT – qHTS for Inhibitors of Tau Fibril Formation, Thioflavin T Binding | Microtubule-associated protein tau (Homo sapiens), P10636 | recombinant tau K18 P301L (four-repeat tau fragment), heparin-induced fibrillization, ThT fluorescence | Potency, µM (top dose mostly 57.4 µM), inactives show top-dose activity, negative = inhibition, actives largely listed as inhibitors | actives 2.1% (n = 270,000) | AID 1460, 2008; note: nearly all actives have a fitted effect of over 55% in size
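Tau K18 P301L fragment (15 uM unlabeled plus 0.24 uM Alexa 594-labeled) in 100 mM sodium acetate pH 7 with compound, fibrillization induced by 20 uM heparin for 6 hr at 37 C. Thioflavin T (30 uM) added, fluorescence read after 1 hr (ex 450, em 510 nm).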
Numbers without * were called inactive; i = inactive; u = inconclusive; x = no result given; & = joins results of further samples; [ ] = another dose, or the depositor's remark. Unless noted, calls come from the whole dose curve; as a rule, active = well fitted curve in the direction sought with a large enough effect; inconclusive = small, poorly fitted or top-dose-only effect, or another doubt; inactive = no such curve, though single readings can be large; an effect the other way counts as inactive or inconclusive. Unless noted, % is set by controls: 0 for no effect and ±100 for the full control effect; potency is the fitted concentration of half-maximal effect. These rows are one share of the data; rates above refer to the full screens.

Preview:
SMILES	RECQ1 inh	L3MBTL1 inh	KDM4E inh	Tau fibril FP	GoLoco inh red	TexasRed fluor	TRb SRC2 PPI	Tau fibril ThT
CCC1(C)Cc2ccccc2C(=O)N1 (stereo unspecified)	-7%	13%	-3%	4%	-6%	-6%	-2%	2%
C/C(=N\Nc1ccc([N+](=O)[O-])cc1[N+](=O)[O-])c1ccc(-n2nncc2C(C)(C)C)cc1	-10%	-12%	-3%	5%	2%	2%	4%	u
COc1ccc(CNC(=O)c2cc3c(=O)n(C)c4ccccc4c3n2C)c(OC)c1	x	x	x	13%	x	-5%	0%	-17%
O=C(O)COc1ccc(OCCNC[C@@H](O)COc2ccccc2)cc1	-4%	x	1%	-2%	-2%	-1%	-4%	-8%

Results, previewed entries included:
SMILES	RECQ1 inh	L3MBTL1 inh	KDM4E inh	Tau fibril FP	GoLoco inh red	TexasRed fluor	TRb SRC2 PPI	Tau fibril ThT
CCC1(C)Cc2ccccc2C(=O)N1 (stereo unspecified)	-7%	13%	-3%	4%	-6%	-6%	-2%	2%
C/C(=N\Nc1ccc([N+](=O)[O-])cc1[N+](=O)[O-])c1ccc(-n2nncc2C(C)(C)C)cc1	-10%	-12%	-3%	5%	2%	2%	4%	u
COc1ccc(CNC(=O)c2cc3c(=O)n(C)c4ccccc4c3n2C)c(OC)c1	x	x	x	13%	x	-5%	0%	-17%
O=C(O)COc1ccc(OCCNC[C@@H](O)COc2ccccc2)cc1	-4%	x	1%	-2%	-2%	-1%	-4%	-8%
CS(=O)c1ccccc1COC(=O)Nc1ccccc1 (stereo unspecified)	i	24%	6%	-4%	-9%	-1%	-3%	-7%
Cc1nn(C)cc1CNC(=O)CCC(=O)O	-2%	8%	-4%	-14%	-6%	0%	2%	-6%
COC(=O)c1ccc(-c2ncc(-c3cccc4ccccc34)o2)cc1	-5%	50%[activator]	u	-14%	-7%	1%	-4%	u
CCOc1c(Cl)cc(C(=O)Nc2ccccc2-c2ccccc2)cc1Cl	-7%	16%	u	-10%	10%	-2%	5%	-13%
Cc1cc2ccccn2c1C(=O)c1nc(NCc2ccco2)ncc1Cl	-2%	-39%	-19%	7%	6%	-3%	6%	-7%
COc1ccc2c(c1)CC/C(=C/c1ccncc1)C2=O	-7%	-7%	0%	-7%	0%	-6%	-7%	u
COC(=O)C1CCN(c2ccc([N+](=O)[O-])cc2)CC1	i	x	-12%	2%	8%	-3%	1%	u
Cc1ccc(C2CCN(C(=O)Nc3ccc(C)c(C)c3)C2)cc1 (stereo unspecified)	x	x	x	10%	x	1%	-1%	u
CCOc1ccc(-n2cc(-c3ccc(OC)c(OC)c3)[nH]c2=S)cc1	0%	x	-27%	6%	4%	-4%	8%	u
CC#CC(C)C(OCOC)C(CC(C)Cc1cc(Br)cc(OCc2ccccc2)c1OC)OC (stereo unspecified)	29%[11.5 µM]	x	x	-3%[11.6 µM]	x	-2%[11.2 µM]	1%[11.2 µM]	6%[11.5 µM]
COC(=O)C[C@H]1c2ccccc2C2=C(C[C@@H](C)[C@H]3C(=O)N(c4ccccc4)C(=O)[C@@H]23)N1C(=O)OC	-3%[11.5 µM]	x	19%&4%[11.4 µM]	-4%&5%[11.6 µM]	2%&8%[14.2 µM]	-1%&-3%[11.2 µM]	-4%&3%[11.2 µM]	6%&-8%[11.5 µM]
Cc1cccc(Nc2nc3c(c(=O)n(C)c(=O)n3C)n2CC(O)CO)c1 (stereo unspecified)	-3%	-4%	1%	-1%	3%	-2%	-5%	-13%
O=C(Nc1nccs1)c1ccc(S(=O)(=O)NCc2cccs2)cc1	-14%	-3%	6%	-4%	9%	-5%	-7%	u
CCCOc1ccc(N2C(=O)CC(SCCN)C2=O)cc1 (stereo unspecified)	-10%	6%	-4%	1%	-19%	-1%	10%	2%
COc1cccc(OC)c1C(=O)n1nc(C)cc1C	-7%	0%	6%	9%	6%	3%	-18%	4%
CC(C)CC(=O)NC(=S)N1CCCCCC1	-2%	-14%	3%	8%	0%	-1%	-8%	-2%
CCN(CC)C(=O)c1sc2c(c1C)c(=O)n(CCc1ccccc1)c(=O)n2Cc1ccc(C)cc1	x	x	x	7%	x	1%	2%	-15%
CCCCOC(=O)C1=C(C)NC2(O)c3ccccc3C(=O)C12O (stereo unspecified)	-2%	x	-20%	u	1%	-3%	0%	10µM*
Oc1ccc(-c2nc3c4c(ncn3n2)-c2ccccc2CC42CCCC2)cc1	3%	4%	1%	22µM*	-7%	0%	1%	5%
CCN(CC)c1ccc(NC2=C(Cl)C(=O)c3ccccc3C2=O)cc1	-2%	u	7.1µM*	5µM*	7.9µM*	-30%	28µM*	2.8µM*
COC(=O)C1CCC(C)(C(=O)Nc2ccccc2)C1(C)C (stereo unspecified)	8%	6%	-2%	2%	-3%	1%	5%	-1%
C=CC1C(OC2OC(CO)C(O)C(O)C2O)OC=C(C(=O)OC)C1CC1CC(=O)CC(CC(=O)CCc2ccc(O)cc2)O1 (stereo unspecified)	-2%	x	-22%	5%	-1%	-1%	-6%	10%
CCOC(=O)C(Cc1ccccc1)NC(=O)Cn1nnc(-c2ccc(SC)cc2)n1 (stereo unspecified)	i	6%	4%	1%	6%	-1%	4%	-10%
COc1cc(/C=C(\C#N)c2nc3ccccc3[nH]2)ccc1OCc1ccccc1F	x	x	x	u	x	-10%	-5%	4%
COc1ccccc1Nc1cc(C(=O)NC2CCCC2)c2ccccc2n1	x	x	x	-9%	x	0%	5%	-3%
CCCCn1nnnc1SCC(=O)Nc1ccc(F)cc1	0%	-7%	5%	3%	3%	-6%	-5%	0%
CCOC(=O)c1ccc(NS(=O)(=O)c2ccc3c(c2)CCCN3C(C)=O)cc1	0%	32%	-6%	-1%	24%	6%	5%	12%
Cc1ccc(-n2nc3cc(C)c(NC(=O)COc4ccccc4)cc3n2)cc1	x	x	x	-2%	x	-3%	4%	-9%
O=C(CC1(O)C(=O)N(Cc2ccccc2)c2ccccc21)c1ccc2c(c1)OCO2 (stereo unspecified)	-8%	x	-1%	-6%	-10%	0%	-3%	-19%
Cn1nc(CC(=O)NCc2cccc3ccccc23)c2ccccc2c1=O	i	x	0%	4%	-4%	0%	3%	-13%
CCCc1cc(=O)n2[nH]c(NCc3c(F)cccc3Cl)nc2n1	-5%	x	u	-2%&2%	10%	-3%&-21%	-6%&-4%	-3%&-11%
COc1ccc(NC(=O)Nc2cccc(C)n2)c(OC)c1	x	x	x	-5%	x	-1%	-8%	u
N#Cc1ccc(C(=O)Nc2cccc3ncccc23)c(F)c1	-14%	-2%	-3%	3%	3%	-4%	2%	-10%
CCOC(=O)N1CCN(C(=O)C(C)SCc2ccccc2)CC1 (stereo unspecified)	-4%	5%	1%	-2%	-2%	-6%	5%	-10%
c1ccc2c(Oc3ccc4c(c3)OCO4)nncc2c1	-9%	-6%	0%	-12%	-1%	0%	-4%	-4%
COCCn1c(-c2cc(OC)c(OC)c(OC)c2)nc2oc3cc(OC)ccc3c(=O)c2c1=O	i	6%	-3%	0%	3%	0%	1%	-11%
Cc1cccc(C(=O)NC(=S)N2CCN(C(=S)NC(=O)c3cccc(C)c3)CC2)c1	-7%	-9%	4%	-4%	-5%	0%	5%	5%
C1=C(c2cccc3ccccc23)N2CCN=C2S1	-8%	-1%	6%	-3%	10%	1%	-5%	-3%
O=C(NC1CCCCCC1)c1cc(-c2ccccn2)nc2ccccc12	-13%	-6%	-2%	-10%	-2%	-2%	2%	-4%
COc1ccccc1NC(=S)NCC1CCCCC1	-8%	6%	6%	1%	-4%	1%	-6%	4%
COc1ccccc1N1CCN(C(=O)c2ccoc2C)CC1	-7%	x	8%	-1%	1%	-2%	-6%	-11%
O=c1cc(N2CCN(c3ccccc3)CC2)[nH]c(=O)n1-c1ccccc1Cl	i	0%	-1%	-3%	-25%	1%	-1%	-16%
CCN(CC)CCn1c(=S)[nH]c2ccccc2c1=O	-2%	5%	3%	2%	2%	-7%	2%	8%
Fc1ccc(NCc2cccnc2)cc1	2%	x	1%	3%	5%	2%	1%	-15%
O=C1CC(=C(c2ccccc2)c2ccccc2)C(=O)N1CCCCN1CCN(c2cccc(Cl)c2)CC1	-19%	-2%	0%	11%	5%	6%	10%	u
C/C(=N\NC(=O)C1CC1)c1ccc(Cl)cc1	-9%	9%	10%	-5%	1%	-1%	7%	-3%
CCc1ccc(S(=O)(=O)c2cn(Cc3ccccc3)c3cc(N4CCCC4)c(F)cc3c2=O)cc1	x	x	x	-6%	x	-17%	0%	-2%
CC(=O)Nc1ccn(-c2ccccc2)n1	-5%	u	0%	7%	5%	2%	-19%	u
Cc1cc(C)n(CCc2nc(-c3ccc(-c4ccccc4)cc3)cs2)n1	-1%	6%	-10%	2%	-5%	1%	2%	-17%
COc1ccc(NC(=O)Nc2nnc(-c3ccncc3)s2)cc1	-2%	-4%	u	3%	13%	-6%	-1%	u
CCOc1ccc(NC(=S)N(Cc2ccc(N(C)C)cc2)Cc2ccco2)cc1	-11%	u	2%	u	12%	4%	10%	u
O=C(NNC1CC(=O)N(c2ccc(Br)cc2)C1=O)c1cccs1 (stereo unspecified)	1%	x	12%	-3%	2%	-1%	5%	-12%
